DAGLB inhibitor = DAGLB lipase inhibitors, primary screen, biochemical, fluorescence, HTS; Diacylglycerol lipase-beta (Homo sapiens), Q8NCG7; HEK293T DAGLB membrane lysate, EnzChek fluorogenic substrate; inhibition, % at 5.17 µM; actives 0.059% (n = 340,000); AID 504411, 2011; in the data active means inhibition above about 34%;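 further: 0% = enzyme with vehicle and 100% = wells lacking enzyme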
Cardiac RTF inh = cardiac RTF calcium sensitivity inhibitors, primary screen, biochemical, IANBD-TnC fluorescence, EC70 calcium | Troponin I, cardiac muscle (Homo sapiens) + Troponin T, cardiac muscle (Homo sapiens) + … | IANBD-labeled cardiac RTF, Ca2+ fluorescence | inhibition, % at 7.15 µM | actives 0.12% (n = 340,000);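 active means inhibition above the mean inhibition of all tested compounds plus 3 SD, cut at about 17% in these data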;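 further: assay run at fixed EC70 calcium of 1.6 mM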
CAL PDZ FP-1 = untagged CAL PDZ binding inhibitors, primary screen, biochemical, fluorescence polarization, HTS; Golgi-associated PDZ and coiled-coil motif-containing protein (Homo sapiens), Q9HD26; actives 0.92% (n = 300,000); purified CAL PDZ, TMR-peptide fluorescence polarization, 1 h; inhibition, % at 24.9 µM; AID 602252, 2012;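 active means mean inhibition of at least 30% with at least half of replicates also reaching 30%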;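 further: 0% = DMSO neutral control and 100% = excess unlabeled competitor peptide PRC23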
RTF Ca sens act = cardiac RTF calcium sensitivity activators, primary screen, biochemical, IANBD-TnC fluorescence, EC20 calcium; AID 493008, 2010; Troponin I, cardiac muscle (Homo sapiens) + Troponin T, cardiac muscle (Homo sapiens) + …; activation, % at 7.2 µM; actives 0.24% (n = 340,000); IANBD-labeled TnC RTF fluorescence at EC20 calcium; 0% EC20 calcium, 100% full calcium;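 active means activation above the mean over all tested compounds plus 3 SD, cut at about 30% in these data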;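 further: rise in fluorescence read as greater calcium sensitivity of cardiac thin filaments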
CAL PDZ FP-2 = CAL PDZ peptide-binding inhibitors, primary screen, biochemical, fluorescence polarization, Cer-tagged CAL PDZ, HTS. purified CAL PDZ, TMR-peptide fluorescence polarization, 1 h. inhibition, % at 20 µM. actives 0.02% (n = 330,000). AID 504414, 2011;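 active means highest replicate inhibition of at least 40%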;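 further: plate controls were DMSO neutral control wells for no effect and unlabeled competitor peptide control wells for full effect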
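material = purified tagged CAL PDZ domain construct (CerCALP) | compound dosing = 20 µM, one dose | times = 1 h at RT | measured by = fluorescence polarization from S- and P-plane intensities, G-factor corrected | read-out = inhibition from polarization loss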
PKA-R2B act = activators of PKA-R2B holoenzyme, primary screen, biochemical, fluorescence polarization, Cy5-IP20, human. PKA-R2B holoenzyme dissociation; R2B truncated from residue 108, S112A mutant; 0% DMSO only, 100% 113 µM cGMP. cAMP-dependent protein kinase catalytic subunit beta (Homo sapiens) + cAMP-dependent …. actives 0.079% (n = 340,000). activation, % at 11.4 µM;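 active means activation above a cutoff set at the mean over all compounds plus 3 SD, cut at about 18% in these data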;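 further: higher means more holoenzyme dissociation and a rise in polarization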
Keap1 Nrf2 FP = Keap1-Nrf2 protein-protein interaction inhibitors, primary screen, biochemical, fluorescence polarization, single point | Kelch-like ECH-associated protein 1 (Homo sapiens), Q14145 | Keap1 Kelch-Nrf2 peptide fluorescence polarization, 1536-well | inhibition, % at 9.4 µM | actives 0.15% (n = 340,000) | AID 504523, 2011; in the data active means inhibition above about 12%;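 further: human Keap1 Kelch domain with fluorescein labeled Nrf2 9mer peptide probe; 0% = neutral control wells and 100% = peptide positive control; higher means more block of Keap1 binding to Nrf2 peptide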
Target sequence (Q14145 whole entry, looked up, the tested form may be a part): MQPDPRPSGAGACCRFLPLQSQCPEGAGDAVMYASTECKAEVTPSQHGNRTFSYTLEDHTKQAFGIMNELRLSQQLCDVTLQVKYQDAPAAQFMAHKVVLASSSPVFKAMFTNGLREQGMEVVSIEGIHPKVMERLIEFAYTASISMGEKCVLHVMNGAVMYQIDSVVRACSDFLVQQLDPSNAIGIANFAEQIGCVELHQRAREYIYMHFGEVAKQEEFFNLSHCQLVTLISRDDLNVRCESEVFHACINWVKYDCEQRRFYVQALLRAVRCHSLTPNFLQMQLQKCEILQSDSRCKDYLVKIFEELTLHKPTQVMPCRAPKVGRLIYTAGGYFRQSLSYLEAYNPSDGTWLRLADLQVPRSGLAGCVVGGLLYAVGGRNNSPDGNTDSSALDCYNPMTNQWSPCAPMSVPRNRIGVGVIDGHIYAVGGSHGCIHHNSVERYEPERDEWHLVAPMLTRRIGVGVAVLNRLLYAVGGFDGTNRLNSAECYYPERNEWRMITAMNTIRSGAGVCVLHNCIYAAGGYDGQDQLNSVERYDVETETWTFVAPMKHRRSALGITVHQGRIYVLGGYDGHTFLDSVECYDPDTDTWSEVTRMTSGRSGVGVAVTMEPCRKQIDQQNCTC
LANA DNA inh = inhibitors of KSHV C-LANA binding to DNA, primary screen, biochemical, fluorescence polarization, FAM-LBS DNA, MBP-C-LANA, single point; Kaposi's sarcoma herpesvirus LANA C-terminal domain (residues 932-1162) DNA binding; inhibition, % at 9 µM; actives 0.078% (n = 340,000); AID 504423, 2011;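 active means highest replicate inhibition at or above 60% at 9 µM, even if other replicates fall short; inactive means all replicates below 60% inhibition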;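 further: 0% = neutral control wells and 100% = 4 µM acridine orange control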
Rtt109 Vps75 = inhibitors of C. albicans Rtt109/Vps75 HAT, primary screen, biochemical, ThioGlo CoA-SH fluorescence, plate reader. inhibition, % at 34.9 µM. actives 0.16% (n = 330,000). AID 540336, 2011. purified Rtt109/Vps75, 4 h. Histone acetyltransferase RTT109 (Candida albicans (strain SC5314 / ATCC MYA-2876)), …;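 active means inhibition of at least 50% in every replicate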
Target sequence (Q5AAJ8 whole entry, looked up): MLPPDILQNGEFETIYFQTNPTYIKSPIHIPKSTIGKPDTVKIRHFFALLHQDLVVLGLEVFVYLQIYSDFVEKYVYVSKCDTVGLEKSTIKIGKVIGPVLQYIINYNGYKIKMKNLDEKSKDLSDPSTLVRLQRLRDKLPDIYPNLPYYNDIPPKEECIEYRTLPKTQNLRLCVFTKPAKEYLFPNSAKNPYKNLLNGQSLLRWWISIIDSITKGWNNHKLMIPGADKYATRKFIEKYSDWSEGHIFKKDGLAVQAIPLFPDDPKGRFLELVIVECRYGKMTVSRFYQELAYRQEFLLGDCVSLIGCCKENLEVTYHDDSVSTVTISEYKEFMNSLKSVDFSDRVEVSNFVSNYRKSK
SR-BI DiI-HDL act = activators of SR-BI mediated DiI-HDL uptake, primary screen, ldlA[mSR-BI] CHO cells, DiI fluorescence | 3 h; 100 = double the neutral-control signal | activation, % at 12.5 µM | actives 0.096% (n = 320,000) | AID 504775, 2011;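 active means mean replicate activation of at least 60% and every replicate at or above 60%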;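 further: 0% = median plate neutral-control signal and 100% = twice that signal; values of inactives mirror those of a sister screen read the other way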
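Test system: SR-BI-overexpressing, LDLR-lacking CHO cells. Measured by: DiI fluorescence, bottom read. Medium: Ham's F12 with 0.5% BSA, HEPES 25 mM, pH 7.4. Timing: 3 h uptake period with compound, 37 °C.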
The depositor's hits bear a star; · = no result given.

canonical_smiles	DAGLB inhibitor	Cardiac RTF inh	CAL PDZ FP-1	RTF Ca sens act	CAL PDZ FP-2	PKA-R2B act	Keap1 Nrf2 FP	LANA DNA inh	Rtt109 Vps75	SR-BI DiI-HDL act
O=C(Nc1ccc(F)cc1)c1nc(S(=O)(=O)Cc2ccccc2)ncc1Cl	0	-5	-4	3	-1.4	-10	-2	0.3	-3	22
O=c1[nH]nc(SCCS(=O)(=O)c2ccc(F)cc2)n1-c1ccc2c(c1)OCCO2	1	-4	·	4	-0.4	5	0	-8.8	-1	3
CCN1CN(CCc2ccccc2)CNC1=S	1	-6	0	3	-1.0	2	0	4.4	2	26
COCCN(C(=O)c1ccc(-c2ccc([N+](=O)[O-])cc2)o1)c1c(N)n(CC(C)C)c(=O)[nH]c1=O	0	-6	-2	-3	-0.6	-2	-1	-1.8	4	-10
Cc1nnc(SCC(=O)N2CCOCC2)c2ccccc12	-3	-5	1	-2	0.5	-18	-19	1.9	-100	1
Cc1ccc(NC(=O)CCNS(=O)(=O)c2ccc3c(c2)CCC(=O)N3)cc1	0	-8	-6	0	-0.5	-9	1	0.8	0	4
Cc1ccc(C)c2[nH]c(=O)c(C(c3nnnn3Cc3ccccc3)N3CCc4ccccc4C3)cc12 (centres undefined)	2	-3	-4	6	-0.5	-5	-3	17	1	5
O=C(Oc1ccc(-c2cn3c(n2)SCC3)cc1)c1ccccc1	1	-10	0	-7	-2.4	-3	-2	0.0	0	23
Cc1cc(C)nc(CCNC(=O)CC2C(=O)NCCN2Cc2ccc(F)cc2Cl)n1 (centres undefined)	0	-8	60*	3	-0.5	-5	-5	1.4	-4	17
CCOc1ccc2c(c1)C(N(CCN1CCOCC1)C(=O)Nc1ccccc1)CC(C)(C)O2 (centres undefined)	-3	-15	13	-3	-1.6	-4	4	0.8	0	·
CC1(C)CC(=O)C(/C=N/n2cnc3ccccc3c2=O)=C(O)C1	1	-8	-2	8	-1.3	8	-8	-2.2	11	-8
Cn1c(C(=O)NC2CCCCC2)cc2c(=O)n3ccccc3nc21	-1	-6	-5	-8	-1.8	-3	2	-0.9	-41	6
CC(=O)Nc1ccc(S(=O)(=O)NC(C)C(=O)OCCOc2ccc(F)cc2)cc1 (centres undefined)	1	-8	10	1	-0.7	5	-1	-2.3	0	5
C#CCOCCOCCOCCNc1nc(N2CCN(C(=O)Cn3cc(CCCN=C(N)N)nn3)CC2)nc(N2CCN(C(=O)[C@H](C(C)C)n3cc(CCO)nn3)CC2)n1	0	-9	0	4	-0.9	-1	-1	-3.1	-20	10
CCOC(=O)Cc1csc(NC(=O)NC2(C(F)(F)F)Oc3cc(Cl)c(Cl)cc3O2)n1	12	-8	-2	2	·	2	-2	37	-6	-19
CCCOc1ccc(NC(=O)C2CC(=O)N(C(C)C)C2)cc1 (centres undefined)	0	5	-1	2	-0.5	-6	1	-0.5	-16	7
Cc1nn(-c2ccc(Cl)cc2)c2[nH]c(CCl)cc(=O)c12	-1	-10	·	-1	-2.1	-20	-4	1.1	-3	-3
CCOc1ccccc1N(CC(=O)NC1CCCCC1)S(=O)(=O)c1ccccc1	-6	-22	0	0	-3.1	14	-10	0.3	·	·
O=C1CNC(=S)N1Cc1ccc(Cl)cc1	0	0	-2	0	-0.8	-14	-6	0.9	6	9
CNC(=O)CN1C(=O)NC2(CCc3ccccc3C2)C1=O (centres undefined)	1	-3	-1	3	-1.4	-12	1	-0.5	0	-4
CCOc1ccccc1N1CC(C(=O)Nc2ccc(C(=O)O)cc2)CC1=O (centres undefined)	-1	-6	-4	1	0.1	-3	3	-0.5	-8	10
COc1cccc(CNC(=O)N2CCN(c3ccccc3Cl)CC2)c1	-6	-13	-5	1	-1.3	3	-6	-0.4	-1	-9
CN(C)CCC(=O)N1c2ccccc2Sc2ccc(Cl)cc21	3	-6	-3	3	0.8	9	-3	1.1	16	15
CCCCC(CC)CNC(=O)CCS(=O)(=O)c1cccc2nonc12 (centres undefined)	-1	-10	-2	0	-0.6	1	0	0.7	-6	-6
O=C1CCCN1CCCn1cnc2c([nH]c3ccc(F)cc32)c1=O	3	6	-3	0	-0.8	3	-1	0.6	7	6

Fetched by compound from above:
canonical_smiles	DAGLB inhibitor	Cardiac RTF inh	CAL PDZ FP-1	RTF Ca sens act	CAL PDZ FP-2	PKA-R2B act	Keap1 Nrf2 FP	LANA DNA inh	Rtt109 Vps75	SR-BI DiI-HDL act
CCN1CN(CCc2ccccc2)CNC1=S	1	-6	0	3	-1.0	2	0	4.4	2	26
Cn1c(C(=O)NC2CCCCC2)cc2c(=O)n3ccccc3nc21	-1	-6	-5	-8	-1.8	-3	2	-0.9	-41	6
O=C(Nc1ccc(F)cc1)c1nc(S(=O)(=O)Cc2ccccc2)ncc1Cl	0	-5	-4	3	-1.4	-10	-2	0.3	-3	22
CCCOc1ccc(NC(=O)C2CC(=O)N(C(C)C)C2)cc1 (centres undefined)	0	5	-1	2	-0.5	-6	1	-0.5	-16	7

The results go on.
canonical_smiles	DAGLB inhibitor	Cardiac RTF inh	CAL PDZ FP-1	RTF Ca sens act	CAL PDZ FP-2	PKA-R2B act	Keap1 Nrf2 FP	LANA DNA inh	Rtt109 Vps75	SR-BI DiI-HDL act
COc1ccc(/C=C/C(=O)Nc2ccc(C)c(S(=O)(=O)N3CCOCC3)c2)cc1	-4	-9	-4	0	-0.9	-2	7	8.0	-1	·
O=C(C1CC1)N1CCc2cc(Br)cc(S(=O)(=O)NCc3ccco3)c21	-5	17*	-5	-5	-1.1	2	-13	1.6	9	-2
CC(=O)NC1(NC(C)=O)CCN(C)CC1	2	1	-5	1	-1.2	0	-6	-0.2	4	16
O=C(CCCC(=O)OCC(Cl)=C(Cl)Cl)Nc1ccc(F)cc1	-3	-2	-1	3	-1.2	-8	-2	-0.6	1	27
C#Cc1ccc([C@H]2C=C(C(=O)N3CCOCC3)O[C@@H](OCC)[C@@H]2CCCO)cc1	-2	-3	9	-5	1.0	2	-1	0.2	7	7
CCOC(=O)C1CCN(c2c(NCc3ccc(C(=O)NC4CCCC4)cc3)c(=O)c2=O)CC1	0	-7	0	4	-1.0	-9	0	1.0	-9	-32
COc1ccc(-c2oc3ncn4nc(Cc5ccccc5)nc4c3c2-c2ccc(OC)cc2)cc1	-2	1	2	0	-2.7	-7	-1	-0.2	·	-22
COc1cccc(C(=O)Nc2cc(C(=O)NCCc3ccccc3)ccc2Cl)c1	-10	4	-2	-1	-2.0	3	-3	1.9	-6	-52
Cc1cc(Cl)c(S(=O)(=O)N2CCN(c3ccccc3)CC2)cc1OCC(N)=O	2	-16	2	-3	-3.1	-1	3	0.5	4	25
C=C1Cn2c(nnc2-c2ccc(Cl)cc2)S1	4	-10	-2	3	-1.0	-4	0	-0.8	-11	-20
COC(=O)[C@@H](NC(=O)c1cc(COc2cncc(Cl)c2)on1)c1ccccc1	1	-10	-3	3	-0.1	-1	-3	1.3	-6	-3
COc1ccc(NC(=O)CC(C(=O)O)N2CCCCC2)cc1 (centres undefined)	-3	-4	-11	-2	·	-4	-1	-0.5	-7	7
CN(c1ccc(C(=O)NCc2ccco2)cc1)S(C)(=O)=O	0	-1	-1	0	-0.5	-6	-8	0.5	-7	-6
C=CCn1cc(F)c(=O)n(CC=C)c1=O	-2	-10	-5	5	-1.3	1	-3	1.6	-13	16
CCc1nnc(NS(=O)(=O)c2ccc(NC(=O)/C=C/C(=O)O)cc2)s1	-3	-4	-5	3	-1.1	5	5	2.8	-2	4
CCOC(=O)/C=C/C(=O)Nc1nccs1	0	5	-1	7	-0.1	-9	-3	1.7	9	32
CCCCN(CCCC)/C(N)=N/c1nc(C)cc(C)n1	-1	-2	7	1	-1.6	5	-3	-0.3	-2	8
O=C(O)c1cccc(NS(=O)(=O)c2ccc(C3CCCCC3)cc2)c1	5	-6	-1	13	-2.8	0	-7	-0.3	8	20
COc1ccc(S(=O)(=O)Nc2c(C(=O)O)[nH]c3ccccc23)cc1OC	5	-11	0	1	-0.6	-9	3	4.6	-6	26
N#CCSc1nnc2sc3ccccc3n12	2	-10	·	0	-0.5	-8	-4	1.1	1	0
C/C(CC(=O)NC(C)C)=N\NC(=O)COc1cc(C)c(Br)cc1Br	-2	4	-4	3	-0.8	-8	0	1.3	2	-35
CCOc1ccc(NC(=O)Cn2nnc(-c3ccccc3NC(=O)c3cccs3)n2)cc1	-1	-6	-5	4	·	-1	7	0.6	-3	-38
CC1CCCCC1NC(=O)C1CCN(S(=O)(=O)N2CCC3(CC2)OCCO3)CC1 (centres undefined)	0	-1	-3	2	-2.5	-1	-3	1.3	·	14

Sorted by the number under LANA DNA inh (ascending): 3 of the compounds above.
canonical_smiles	DAGLB inhibitor	Cardiac RTF inh	CAL PDZ FP-1	RTF Ca sens act	CAL PDZ FP-2	PKA-R2B act	Keap1 Nrf2 FP	LANA DNA inh	Rtt109 Vps75	SR-BI DiI-HDL act
O=C(CCCC(=O)OCC(Cl)=C(Cl)Cl)Nc1ccc(F)cc1	-3	-2	-1	3	-1.2	-8	-2	-0.6	1	27
C#Cc1ccc([C@H]2C=C(C(=O)N3CCOCC3)O[C@@H](OCC)[C@@H]2CCCO)cc1	-2	-3	9	-5	1.0	2	-1	0.2	7	7
C=CCn1cc(F)c(=O)n(CC=C)c1=O	-2	-10	-5	5	-1.3	1	-3	1.6	-13	16
